Bioassay records deposited in PubChem BioAssay by several laboratories.
HTR5A ag ctr – HTR5A agonists in luminescence cell assay, primary screen, counter-screen for OPRM1-OPRD1 heterodimer agonist project, full-deck HTS | 5-hydroxytryptamine receptor 5A (Homo sapiens), P47898 | cell-based | activation, % at 9.3 µM | 0.61% of 340,000 active; in the data active means activation mostly above about 9.5%, no sharp cut-off; inactive means mostly below about 7.6%;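 further: 0% = cells with vehicle only and 100% = reference agonist; strong numbers were not always called active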
V-ATPase pH – regulators of yeast V-ATPase proton pumping, primary screen, pHLuorin cytosolic pH fluorescence; S. cerevisiae; response, % at 10 µM; 0.37% of 350,000 active; AID 504577, 2011; in the data active means response mostly above about 7.3%, no sharp cut-off; inactive means mostly below about 5.4%; further: actives read high; inactives centre near 0; some compounds called inactive have numbers as strong as hits; reference of the scale not given here
SR-BI DiI inh – inhibitors of SR-BI mediated HDL lipid uptake, primary screen, ldlA[mSR-BI] cells, fluorescence, single point; ldlA[mSR-BI] CHO cells, DiI-HDL uptake fluorescence, 3 h; inhibition, % at 12.5 µM; 0.96% of 320,000 active; AID 488896, 2010;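 active means mean replicate inhibition of at least 70% and a set share of replicates each scoring 70 or more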;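 further: 0% = median of neutral control wells and 100% = median of positive control wells; values of inactives mirror those of a sister screen read the other way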
HTR5A inv ag – HTR5A inverse agonists in luminescence cell assay, primary screen, counter-screen for OPRM1-OPRD1 heterodimer inverse agonist project, full-deck HTS; HTR5A cell line, inverse agonism; inhibition, % at 9.3 µM; 0.083% of 340,000 active; AID 504634, 2011; in the data active means inhibition mostly above about 23%, no sharp cut-off; inactive means mostly below about 18%;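 further: 0% = cells with DMSO and 100% = no-cell wells with DMSO; some compounds called inactive have numbers as strong as hits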
PvdQ acylase – P. aeruginosa PvdQ acylase inhibitors, primary screen, biochemical, fluorescence, plate reader and imaging, single point; 0.063% of 340,000 active; inhibition, % at 10 µM; PvdQ acylase [Pseudomonas aeruginosa LESB58]; AID 488965, 2010; purified PvdQ acylase; in the data active means inhibition above about 30%, passing the limit was not always enough;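 further: 0% = vehicle neutral wells and 100% = reference inhibitor wells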
CDK5 p35 inh – inhibitors of human CDK5/p35 kinase, primary screen, biochemical, single concentration; Recombinant CDK5/p35, ADP-Glo luminescence, 60 min; inhibition, % at 10 µM; 0.01% of 330,000 active; AID 488839, 2010;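 active means highest replicate inhibition of at least 50% and at least 75% of replicates reaching 50%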;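 further: plate controls were DMSO neutral control for no effect and GW8510 at 10 µM for full effect; many of its hits are not listed in these tables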
Target sequence (Q00535 whole entry, looked up): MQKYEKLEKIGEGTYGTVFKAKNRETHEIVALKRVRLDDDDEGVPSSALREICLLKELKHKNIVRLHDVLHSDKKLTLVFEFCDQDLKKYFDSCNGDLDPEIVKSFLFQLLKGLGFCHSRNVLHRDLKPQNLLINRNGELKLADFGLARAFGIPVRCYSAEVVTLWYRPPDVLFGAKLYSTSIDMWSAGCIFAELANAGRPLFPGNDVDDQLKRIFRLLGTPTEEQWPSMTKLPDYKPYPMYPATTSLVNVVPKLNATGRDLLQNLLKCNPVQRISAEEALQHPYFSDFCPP
Target sequence (Q15078 whole entry, looked up): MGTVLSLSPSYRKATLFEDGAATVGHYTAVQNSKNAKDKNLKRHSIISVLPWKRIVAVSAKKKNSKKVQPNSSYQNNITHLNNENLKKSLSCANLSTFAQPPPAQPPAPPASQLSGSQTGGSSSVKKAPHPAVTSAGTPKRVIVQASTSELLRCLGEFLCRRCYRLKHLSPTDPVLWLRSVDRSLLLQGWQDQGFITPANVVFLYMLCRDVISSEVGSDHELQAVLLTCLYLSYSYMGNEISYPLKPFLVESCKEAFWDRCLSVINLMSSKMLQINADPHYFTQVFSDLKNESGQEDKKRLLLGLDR
Wnt act – Wnt/beta-catenin pathway activators, primary screen, cell-based, plate reader, single point; Wnt/beta-catenin reporter cell assay, activator; activation, % at 9.35 µM; 1.2% of 300,000 active; AID 743398, 2014; in the data active means activation above about 30%, passing the limit was not always enough;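 further: 0% = neutral control wells and 100% = positive control wells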
dFosB act – activators of delta FosB homodimer, primary screen, biochemical, fluorescence polarization, TAMRA-CDK5 oligo, single point; Protein FosB (Mus musculus), P13346; purified delta FosB; percent of positive-control signal above neutral wells; activation, % at 25 µM; 0.99% of 340,000 active; AID 493131, 2011;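 active means mean activation above about 17%, with every replicate also reaching it, limit read from the data, passing the limit was not always enough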;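 further: fluorescence polarization rise as delta FosB binds a TAMRA Cdk5 AP-1 oligo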
MITF TRPM1 HTS – activators of MITF-driven TRPM1 promoter reporter, primary screen, cell-based, SK-MEL-5, luciferase, single point | SK-MEL-5 TRPM1-promoter luciferase, 24 h; % of positive control, neutral wells = 0 | AID 588334, 2011 | activation, % at 12.5 µM | 0.75% of 300,000 active;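 active means mean activation of at least 80% with every replicate also reaching 80%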;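 further: 0% = neutral control wells and 100% = parthenolide positive control wells; values of inactives mirror those of a sister screen read the other way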
NSD2 HMT inh – NSD2 histone methyltransferase inhibitors, primary screen, biochemical, AlphaScreen, single concentration, set 2; Histone-lysine N-methyltransferase NSD2 (Homo sapiens), O96028; NSD2 peptide methylation, 120 min; inhibition, % at 12.5 µM; 0.54% of 310,000 active; AID 743445, 2014; in the data active means inhibition above about 50%
An asterisk follows results filed as active; . = no result given.

Structure	PvdQ acylase	HTR5A inv ag	dFosB act	NSD2 HMT inh	MITF TRPM1 HTS	CDK5 p35 inh	Wnt act	SR-BI DiI inh	V-ATPase pH	HTR5A ag ctr
O=C(CCCn1cnc([N+](=O)[O-])n1)Nc1cc(Cl)ccc1O	-3.3	4.7	1.5	-0.9	-2.5	-1.1	-1.8	3.0	-1.2	-2.9
COc1cccc(N(C(=O)CCl)C(C(=O)NCCc2ccccc2)c2cccs2)c1 (centres undefined)	-9.9	-74.6	-4.7	-5.4	-88.8	-2.2	-2.9	24.4	-0.3	60.7*
O=[N+]([O-])c1ccccc1OCCCn1cnc2ccccc21	-11.7	-14.5	-12.7	.	103.9*	0.9	15.7	-17.3	-1.7	5.9
CC1CC(=O)N(CC(=O)NCc2ccccc2)c2ccccc2S1(=O)=O (centres undefined)	-1.8	13.3	-6.2	20.1	5.9	1.7	-1.2	-3.5	0.1	-2.0
Cc1cc(=O)n2c(nc3ccccc32)[nH]1	4.2	0.5	-5.6	-0.8	7.8	3.9	.	-25.9	0.1	1.2
COc1ccccc1-c1nc(-c2cccc(C)c2)no1	-16.9	5.3	-8.6	-1.7	-1.4	3.1	-0.1	33.4	2.3	3.8
COc1ccc(C2CC(c3cccs3)=NN2C(=O)CSc2nc3ccccc3s2)cc1 (centres undefined)	-14.7	-6.3	-3.3	3.2	-16.7	0.9	-5.1	4.3	-0.5	-2.5
Cc1cccnc1NC(=O)C(C)N1C(=O)c2ccccc2C1=O (centres undefined)	-12.7	-13.1	-0.6	0.0	.	-1.4	5.5	0.8	3.7	-3.1
Cc1ccnc(NS(=O)(=O)c2cccc3nsnc23)c1	-7.3	18.1	4.7	1.9	-1.8	1.4	.	-20.8	-0.9	2.8
Cc1cc(C)c(S(=O)(=O)NCc2ccccn2)c(C)c1	-12.0	6.7	5.6	-2.7	.	-1.5	-1.1	-1.6	-1.4	-2.0
CCOc1cc(CNc2ccc(O)cc2)ccc1OCc1ccc(Cl)cc1Cl	-8.1	0.8	-0.2	.	-2.1	2.0	.	61.0	.	4.3
Cc1ccc([N+](=O)[O-])cc1NC(=S)NC(=O)c1ccco1	-13.2	0.4	2.1	-2.4	9.0	-0.2	.	.	0.2	-0.1
Cc1ccc(S(=O)(=O)NC2=NCN(Cc3cccnc3)CN2)cc1	10.6	-4.7	0.6	-1.9	.	-0.7	.	-14.4	1.0	1.7
Cc1ccc(-n2ncc3c(NNC(=O)c4cccs4)ncnc32)cc1	4.5	-16.3	-4.4	-2.0	17.4	0.1	-3.7	-8.4	-1.9	-0.5
Cc1cc(C)cc(NC(=O)CN2CCC(NC(=O)c3cccc(F)c3)CC2)c1	-11.1	12.8	-3.8	2.3	-9.6	-0.2	-1.9	-0.9	1.3	-3.6
Cc1ccc(OCc2nnc(NC(=O)c3ccco3)s2)cc1	-12.6	-12.4	-9.2	-2.2	-4.4	-0.2	.	-1.2	7.8	4.4
CC(C(=O)O)N1CCCCC1 (centres undefined)	2.0	-25.8	3.4	.	-1.4	-2.9	0.1	-14.5	-1.5	8.7
C[C@H](NC(=O)N1CCn2c1nc1ccccc12)C(=O)NCCc1ccccc1	-8.6	.	-9.0	0.1	-2.4	0.3	0.8	0.9	-4.8	.
CCOC(=O)N1CCN(C(=O)C2CCN(Cc3cccc(OCc4ccccc4)c3)CC2)CC1	9.1	13.1	-8.9	1.8	-7.0	-0.3	0.4	19.8	1.4	0.5
Cc1ccnc(NC(=O)c2ccc([N+](=O)[O-])s2)c1	1.3	7.5	-0.1	-0.6	-26.9	0.7	42.1*	-13.3	2.5	2.8

Structures above that have an aryl methoxy group:
Structure	PvdQ acylase	HTR5A inv ag	dFosB act	NSD2 HMT inh	MITF TRPM1 HTS	CDK5 p35 inh	Wnt act	SR-BI DiI inh	V-ATPase pH	HTR5A ag ctr
COc1cccc(N(C(=O)CCl)C(C(=O)NCCc2ccccc2)c2cccs2)c1 (centres undefined)	-9.9	-74.6	-4.7	-5.4	-88.8	-2.2	-2.9	24.4	-0.3	60.7*
COc1ccccc1-c1nc(-c2cccc(C)c2)no1	-16.9	5.3	-8.6	-1.7	-1.4	3.1	-0.1	33.4	2.3	3.8
COc1ccc(C2CC(c3cccs3)=NN2C(=O)CSc2nc3ccccc3s2)cc1 (centres undefined)	-14.7	-6.3	-3.3	3.2	-16.7	0.9	-5.1	4.3	-0.5	-2.5

Reformatted with two lines to a compound: entries from further up
Second line of a record – PvdQ acylase, HTR5A inv ag, dFosB act, NSD2 HMT inh, MITF TRPM1 HTS, CDK5 p35 inh, Wnt act, SR-BI DiI inh, V-ATPase pH, HTR5A ag ctr
> COc1ccccc1-c1nc(-c2cccc(C)c2)no1
 : -16.9, 5.3, -8.6, -1.7, -1.4, 3.1, -0.1, 33.4, 2.3, 3.8
> O=C(CCCn1cnc([N+](=O)[O-])n1)Nc1cc(Cl)ccc1O
 : -3.3, 4.7, 1.5, -0.9, -2.5, -1.1, -1.8, 3.0, -1.2, -2.9

(listing goes on)
Structure	PvdQ acylase	HTR5A inv ag	dFosB act	NSD2 HMT inh	MITF TRPM1 HTS	CDK5 p35 inh	Wnt act	SR-BI DiI inh	V-ATPase pH	HTR5A ag ctr
CC[C@@H]1C=C(C(=O)O)[C@H](c2ccc3c(c2)OCO3)N1S(=O)(=O)c1ccc(C)cc1	-13.1	1.9	-3.6	.	-8.1	1.0	-0.4	-32.7	1.3	-0.5
O=S(=O)(Nc1cc2nc3ccccc3nc2n1Cc1ccccc1)c1ccc(Cl)cc1	3.9	-0.6	-0.5	0.5	-9.1	-0.4	-1.2	14.1	-1.1	-1.6
CCOC(=O)c1[nH]c(C)c(CN(Cc2ccco2)C(=O)C(F)(F)F)c1C	-17.5	-29.9	-4.0	-1.2	-18.7	0.9	-1.4	48.9	2.8	1.0
Clc1ccc(-c2n[nH]c3c2CCC3)c(Cl)c1	-8.0	-29.3	-11.0	-0.2	-7.1	-0.4	.	-4.3	-2.6	-2.1
Cc1nn(C)c(C)c1N1C(=O)c2cccc3c(N)ccc(c23)C1=O	3.4	-19.8	-3.4	2.3	6.6	0.0	-0.8	-13.8	-60.1	4.8
Cc1ccc(NS(=O)(=O)c2ccc(Cl)c(N=Nc3c(O)[nH]c(=O)[nH]c3=O)c2)cc1Cl	-14.7	1.0	-8.5	12.9	0.8	-0.9	-5.4	8.5	-9.4	0.8
COc1ccccc1NC(=O)CN1CCN(c2ccccc2)CC1	-2.1	10.0	-12.4	-2.1	-12.2	-1.1	2.1	.	-2.9	15.5*
CCCn1c(SCC(=O)Nc2cc(Cl)ccc2Cl)n[nH]c1=O	-16.5	-1.6	-8.8	-7.1	-20.3	-0.5	-2.7	9.2	-0.1	0.6
COc1ccc(-c2noc(C3CCCN(C(=O)c4cccc(C)c4)C3)n2)cc1 (centres undefined)	4.6	-39.0	-11.7	-0.1	-2.6	0.0	-2.0	2.5	9.6	-4.1
O=S(=O)(Nc1nc2ccccc2nc1NCC1CCCO1)c1ccc(F)cc1 (centres undefined)	-14.0	-1.6	0.0	-5.1	-4.8	-0.2	0.2	3.4	3.5	0.6
CC(C)Cn1c(N)c(C(=O)COC(=O)c2ccc3ccccc3n2)c(=O)n(C)c1=O	-0.9	18.9	1.2	-1.0	.	0.4	.	29.9	1.8	3.1

Grouped by structure: the entries above with a furan ring, fused or not (3)
Structure	PvdQ acylase	HTR5A inv ag	dFosB act	NSD2 HMT inh	MITF TRPM1 HTS	CDK5 p35 inh	Wnt act	SR-BI DiI inh	V-ATPase pH	HTR5A ag ctr
Cc1ccc([N+](=O)[O-])cc1NC(=S)NC(=O)c1ccco1	-13.2	0.4	2.1	-2.4	9.0	-0.2	.	.	0.2	-0.1
Cc1ccc(OCc2nnc(NC(=O)c3ccco3)s2)cc1	-12.6	-12.4	-9.2	-2.2	-4.4	-0.2	.	-1.2	7.8	4.4
CCOC(=O)c1[nH]c(C)c(CN(Cc2ccco2)C(=O)C(F)(F)F)c1C	-17.5	-29.9	-4.0	-1.2	-18.7	0.9	-1.4	48.9	2.8	1.0
